PGK inhibitor = inhibitors of T. brucei phosphoglycerate kinase. Potency, µM (highest dose often 57.5 µM), inactives show at the top dose activity change, negative = inhibition, hits mostly inhibitors. P07378. 380,000 tested, 0.043% active. AID 602233. PGK/GAPDH coupled, Kinase-Glo luminescence, 60 min; further: potency means the concentration at half of the fitted maximal effect; on the % scale 0 is the no-effect control and ±100 the full control effect; nearly all actives have a fitted effect of over 60% in size
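Luminescent ATP detection (Kinase-Glo Plus) follows a 60-minute room-temperature incubation, with wells lacking PGK as controls. Buffer: 100 mM TEA (pH 7.6), 5 mM MgCl2, 0.01% Tween-20. Coupling enzyme GAPDH (100 nM final) supplies unstable 1,3-BPG in-well.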
BLM inh = inhibitors of human Bloom syndrome helicase BLM | P54132 | recombinant BLM DNA unwinding, fluorescence dequenching | Potency, µM (highest dose often 56.1 µM), without a hit: at the highest dose activity change, negative = inhibition, actives largely listed as inhibitors | 350,000 tested, 0.2% active | AID 2528;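 further: potency means the concentration at half of the fitted maximal effect; plate controls were vehicle for no effect and no enzyme for full effect; nearly all actives have a fitted effect of over 35% in size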
POLH inh = DNA polymerase eta (human) inhibition; recombinant Pol eta, fluorescent DNA replication assay; Potency, µM (doses to about 114 µM), for the others: at the top dose activity change, negative = inhibition, most hits filed as inhibitors; 390,000 tested, 1.2% active; further: potency means the concentration at half of the fitted maximal effect; on the % scale 0 is the no-effect control and ±100 the full control effect
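Fluorescent replication assay: 50 nM final substrate added after a 15 min room-temperature compound preincubation with 10 nM enzyme. Signal taken at 0 min and again at 10 min.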
RXFP1 antag = RXFP1 (human) relaxin receptor antagonism; Q9HBX9; HEK293-RXFP1, relaxin-stimulated cAMP HTRF, 30 min; stronger effect = lower value; activity change, negative = inhibition, % at 57.5 µM; 350,000 tested, 0.59% active; AID 1259400;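 active means activity change of -60% or lower, but not beyond a set lower limit; inconclusive means change between -60% and -40%, or beyond the set limit; inactive means change above -40%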; further: on the % scale 0 is the no-effect control and ±100 the full control effect
Target sequence (Q9HBX9 whole entry, looked up): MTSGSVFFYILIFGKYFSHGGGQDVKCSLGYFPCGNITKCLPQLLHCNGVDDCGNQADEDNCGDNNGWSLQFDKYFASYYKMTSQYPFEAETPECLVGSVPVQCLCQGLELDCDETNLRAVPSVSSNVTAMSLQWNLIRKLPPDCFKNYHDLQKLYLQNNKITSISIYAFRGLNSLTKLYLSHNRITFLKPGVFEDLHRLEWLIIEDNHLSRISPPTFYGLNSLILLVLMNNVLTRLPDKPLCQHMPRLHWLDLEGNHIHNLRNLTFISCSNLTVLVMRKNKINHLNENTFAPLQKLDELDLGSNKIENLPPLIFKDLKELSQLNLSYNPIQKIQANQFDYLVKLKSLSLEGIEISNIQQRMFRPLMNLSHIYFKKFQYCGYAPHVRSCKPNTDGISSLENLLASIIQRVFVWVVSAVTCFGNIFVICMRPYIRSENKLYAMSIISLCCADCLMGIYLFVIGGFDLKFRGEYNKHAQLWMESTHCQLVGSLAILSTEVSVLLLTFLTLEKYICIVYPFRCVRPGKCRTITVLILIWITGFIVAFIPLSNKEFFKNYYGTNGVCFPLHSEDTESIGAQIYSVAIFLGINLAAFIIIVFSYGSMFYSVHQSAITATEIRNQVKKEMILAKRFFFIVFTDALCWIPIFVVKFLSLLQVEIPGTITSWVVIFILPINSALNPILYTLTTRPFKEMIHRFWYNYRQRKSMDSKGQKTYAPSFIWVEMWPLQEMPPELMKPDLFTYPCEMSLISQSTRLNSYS
POLK inh = blocks human DNA polymerase kappa activity | purified Pol kappa, fluorescent DNA synthesis assay, 10 min | Potency, µM (highest dose often 107 µM), without a hit: at the top dose activity, negative = inhibition, actives largely listed as inhibitors | 400,000 tested, 0.53% active | AID 588579; further: potency means the concentration at half of the fitted maximal effect; on the % scale 0 is the no-effect control and ±100 the full control effect
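10 nM Pol kappa preincubated 15 min at room temperature with compounds, then reaction started with substrate at 50 nM final. Fluorescence read kinetically at 0 and 10 min; buffer-only wells served as negative control.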
POLI inh = inhibitors of human DNA polymerase iota. Pol iota fluorescent replication assay, 10 min. Potency, µM (top dose mostly 115 µM), without a hit: at the top dose activity, negative = inhibition, most hits filed as inhibitors. 390,000 tested, 1% active. AID 588590; further: potency means the concentration at half of the fitted maximal effect
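Pol iota at 10 nM preincubated 15 min with compounds at room temperature; reaction started with fluorescent substrate, 50 nM final. Fluorescence read kinetically at 0 and 10 min; buffer-only wells as negative control.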
APEX1 inh = inhibitors of human APE1 endonuclease. P27695. recombinant APE1, TAMRA/BHQ-2 abasic DNA cleavage fluorescence. Potency, µM (doses to about 65.8 µM), without a hit: top-dose activity change, negative = inhibition, actives largely listed as inhibitors. 350,000 tested, 0.35% active. AID 2517;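 further: potency means the concentration at half of the fitted maximal effect; plate controls were vehicle for no effect and reference inhibitor for full effect; nearly all actives have a fitted effect of over 55% in size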
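Measures dequenching upon AP-site incision of a 5'-TAMRA/3'-BHQ-2 THF-containing duplex, 50 nM; human APE1 0.75 nM after 15 min room-temperature exposure to compound; kinetic three-point read at one-minute spacing.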
Pol beta inh = inhibitors of human DNA polymerase beta; P06746; Pol beta primer extension/strand displacement, fluorescence kinetic; Potency, µM (highest dose often 114 µM), for inactives: top-dose activity change, negative = inhibition, most hits filed as inhibitors; 340,000 tested, 1.3% active; AID 485314; further: potency means the concentration at half of the fitted maximal effect; on the % scale 0 is the no-effect control and ±100 the full control effect
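10 nM enzyme + cpd, 15 min RT; start with substrate 50 nM final; read 0 min and after 10 min RT. Corrected, normalized data; 4-parameter Hill curve fit.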
Anesthetic bind = candidate novel general anesthetic via apoferritin binding; P02791; apoferritin/1-aminoanthracene competitive binding, fluorescence; Potency, µM (series often up to 77.5 µM), without a hit: at the highest dose activity change, negative = displacement, usual class: inhibitors; 350,000 tested, 0.074% active; further: potency means the concentration at half of the fitted maximal effect; on the % scale 0 is the no-effect control and ±100 the full control effect; nearly all actives have a fitted effect of over 20% in size
Target sequence (P02791 2-175 limits assumed): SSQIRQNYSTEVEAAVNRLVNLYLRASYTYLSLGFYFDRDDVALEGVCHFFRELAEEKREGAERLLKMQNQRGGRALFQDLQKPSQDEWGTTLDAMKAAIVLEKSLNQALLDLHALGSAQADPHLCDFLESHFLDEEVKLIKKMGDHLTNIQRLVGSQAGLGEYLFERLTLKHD
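Horse-spleen apoferritin (10 uM) was mixed with 50% saturated 1-aminoanthracene in PBS, exposed to compounds for 10 min at room temperature, and read for fluorescence (ex 380 nm, em 535 nm). Competitive displacement was fitted with a four-parameter Hill equation.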
* hit, by the source's call; i = inactive; ? = inconclusive; nt = not tested or not shown; [ ] = dose if it differs, or a comment. Unless noted, the call rests on the fitted dose curve; in most records, active means well fitted curve in the direction sought with a large enough effect; inconclusive means small, poorly fitted or top-dose-only effect, or another doubt; inactive means no such curve, though single readings can be large; an effect the other way counts as inactive or inconclusive. The list is partial. The share of hits here may be higher or lower than overall.

[1] O=C(O)CCN1C(=O)C2C3C=CC(C3)C2C1=O (stereo not given)
[2] Cc1ccccc1/C=C\c1nc2ccccc2c(=O)n1Cc1ccccc1
[3] O=C(COC(=O)CN1C(=O)C2CCCCC2C1=O)NNC(=O)c1ccc(Cl)cc1 (stereo not given)
[4] CC(C)Cn1c2c(c(O)c(C(=O)Nc3nccs3)c1=O)CCCC2
[5] O=C(Nc1cccc(F)c1)C1CCCN(S(=O)(=O)c2cnc[nH]2)C1 (stereo not given)
[6] CCCN1CCN(C(=O)Nc2cccc(C(F)(F)F)c2)CC1
[7] COc1ccc(-n2c(N)c(C(=O)NCc3cccnc3)sc2=S)cc1
[8] N#C/C(=C\Nc1ccc(Cl)cc1)S(=O)(=O)c1ccccn1
Assay by compound	1	2	3	4	5	6	7	8
PGK inhibitor	i	-26%	-1%	4%	4%	3%	i	-2%
BLM inh	3%	-4%	nt	-5%	0%	3%	-3%	-1%
POLH inh	-3%	?	-12%	-14%	-10%	6%	-11%	-6%
RXFP1 antag	0	-1	-14	nt	26	-1	-14	3
POLK inh	-9%	-6%	-10%	0%	-12%	-19%	-12%	-15%
POLI inh	-6%[58.9 µM]	7%	30%	-8%	11%	23%	?	-8%[58.9 µM]
APEX1 inh	6%	10%	31%	-1%	4%	2%	7%	-4%
Pol beta inh	4%	9%	nt	31%	?	0%	0%	21%
Anesthetic bind	-10%	4%	nt	-16%	-7%	-14%	-2%	3%

[9] CC1(O)CC(C)(C)C(C#N)C(=O)N1 (stereo not given)
[10] O=C(Oc1cccc(NC(=O)c2cccs2)c1)c1cccc(S(=O)(=O)N2CCCC2)c1
[11] CC(C)(C)N1C(=O)c2ccc(C(=O)Nc3ccc(O)cc3)cc2C1=O
[12] Cc1ccc(-c2nnn(CC(=O)N(Cc3ccco3)C(C(=O)NC(C)(C)C)c3ccncc3)n2)o1 (stereo not given)
[13] Cc1ccccc1NC(=O)CSc1nnc(-c2ccco2)c(-c2ccco2)n1
[14] NC(=O)c1nsc(C(=O)N(c2ccc(F)cc2)C(C(=O)NCC2CCCO2)c2c[nH]c3ccccc23)c1N (stereo not given)
[15] CCC(=O)NC(NC(=O)CC)C(Cl)Cl
[16] CCOC(=O)c1cc(C)n(CC2CCC(C(=O)Nc3cc(OC)cc(OC)c3)CC2)c1C (stereo not given)
Assay by compound	9	10	11	12	13	14	15	16
PGK inhibitor	-3%	-8%	-2%	-4%	-16%	-2%	5%	i
BLM inh	nt	-1%	-9%	-4%	1%	-9%	2%	-9%
POLH inh	-10%	-7%	-14%	0%	50µM*	-2%	1%	-21%
RXFP1 antag	2	-10	-32	9	-30	-2	-5	-4
POLK inh	-4%	-3%	0%	-10%	32µM*	-7%	-5%	0%
POLI inh	-13%	22%	45%[activator]	9%	10µM*	93%[activator]	-1%	17%
APEX1 inh	nt	-1%	-10%	2%	4.5µM*	11%[12.4 µM]	11%	nt
Pol beta inh	nt	?	?	-14%	14µM*	-4%	29%	-6%
Anesthetic bind	nt	-18%	-19%	-10%	-10%	-9%	-4%	86%[activator]

[17] CCCCN1CN=C(Nc2nc3ccccc3o2)NC1
[18] COc1ccccc1N1CCN(C(=O)c2ccc(NC(C)=O)cc2)CC1
[19] O=C(c1cc2nc(C3CC3)cc(C(F)(F)F)n2n1)N1CCCC1
[20] COc1ccc(C2C(C#N)=C(N)Oc3c2c(C)nn3-c2ccccc2)cc1Cn1nc(C)c([N+](=O)[O-])c1C (stereo not given)
[21] O=C(c1ccccc1)c1ccc(OCC(O)CNC2CCCc3ccccc32)cc1 (stereo not given)
[22] O=C(COc1ccc(Br)cc1)NCCNC(=O)c1cccnc1
[23] COc1ccc(-n2c(N3CCN(C)CC3)nc3sc4c(c3c2=O)CCCCC4)cc1
[24] O=c1[nH]c2cc3c(cc2cc1CN(CCN1CCOCC1)C(=S)NCC1CCCO1)OCO3 (stereo not given)
Assay by compound	17	18	19	20	21	22	23	24
PGK inhibitor	i	-6%	-9%	-11%	-2%	-9%	-2%	0%
BLM inh	-1%	0%	-1%	?	1%	0%	1%	3%
POLH inh	-11%	-10%	-20%	-6%	-26%	-9%	4%	-5%
RXFP1 antag	-8	-3	-4	-8	4	10	-1	-3
POLK inh	4%	-5%	-8%	-3%	-4%	-15%	-21%	-1%
POLI inh	-1%[58.9 µM]	-14%	2%	-2%	-1%	0%	9%	?
APEX1 inh	-5%	3%	-2%	?	-3%	51%	0%	6%
Pol beta inh	23%	41%	0%	-1%	0%	8%	20%	-6%
Anesthetic bind	-10%	-9%	-9%	-18%	-18%	-2%	?	-2%

[25] CC1CCCN(CCCNC(=O)c2cc(Sc3ccc(F)cc3)nc3ccccc23)C1 (stereo not given)
[26] O=C(COc1ccccc1)Nc1ccccc1C(=O)NCc1ccco1
[27] CC(=O)c1ccccc1NC(=O)CC1(CC(=O)O)CCCCC1
[28] Cc1ccc2nc(C)cc(C(=O)N3CCCC(CO)(Cc4ccccc4C)C3)c2c1 (stereo not given)
[29] COc1ccc(-c2nc(NC(=O)c3nc4nccc(C)n4n3)sc2C)cc1
[30] Cc1ccc(NC(=S)N/N=C2/CCCc3c(C)cc(C)cc32)cc1
[31] O=C(Cc1coc2cc(O)ccc12)NNC(=O)c1cccs1
[32] COc1cccc(CNc2ccc(F)c(Cl)c2)c1O
Assay by compound	25	26	27	28	29	30	31	32
PGK inhibitor	3%	-4%	7%	i	-4%	2%	-2%	-3%
BLM inh	-10%	-8%	-2%	-4%	-4%	-5%	nt	-3%
POLH inh	-13%	11%	4%	-5%	-21%	-19%	-20%	-10%
RXFP1 antag	-3	1	-11	2	-1	7	0	8
POLK inh	-5%[60.1 µM]	-8%	-3%	4%	-2%	-3%	-8%	-4%
POLI inh	-17%	-1%	56%[activator]	50%[activator]	0%	8%	13%	-8%[58.9 µM]
APEX1 inh	nt	-6%	-3%	7%	-5%	11%	3%	1%
Pol beta inh	40%	7%	4%	-15%	16%	14%	nt	31%
Anesthetic bind	-3%	4%	-2%	-14%	-12%	-15%	nt	-13%

[33] COc1cccc(NC(=O)CN2C(=O)C(=O)N(C3CCCC3)C2=O)c1
[34] COc1ccccc1C(=O)NCCC(=O)NC1CCCCC1C (stereo not given)
[35] CCOC(=O)N[C@H](Cc1c[nH]c2ccccc12)C(=O)NC1CC1
[36] CCOC(=O)Cn1cc(/C=C/[N+](=O)[O-])c2ccccc21
[37] Cc1c(C)c2ccc(OC(C)C(=O)NCc3ccccn3)cc2oc1=O (stereo not given)
[38] Cc1ccc(C)c(N2CCN(S(=O)(=O)c3ccc4c(c3)C(C(C)C)C(=O)N4)CC2)c1 (stereo not given)
[39] O=C(CCC(=O)OCC(=O)c1ccc(Cl)cc1Cl)Nc1cccc2cccnc12
[40] CCCC(=O)C1=C(O)C(C(=O)OC)C(C)(C)CC1=Nc1ccc(Br)cc1 (stereo not given)
[41] CC(Sc1nnc2n1CCCCC2)C(=O)Nc1ccc(S(N)(=O)=O)cc1 (stereo not given)
[42] COC(=O)c1c(NC(=O)CC2Nc3ccccc3NC2=O)sc(C)c1C (stereo not given)
Assay by compound	33	34	35	36	37	38	39	40	41	42
PGK inhibitor	0%	13%	2%	nt	0%	-3%	4%	5%	0%	-1%
BLM inh	nt	nt	2%	-2%	-4%	-10%	-1%	-4%	nt	-2%
POLH inh	-1%	-9%	-25%	-12%	-6%	-7%	-6%	-6%	-13%	3%
RXFP1 antag	-17	-8	-1	-36	-10	nt	7	-16	-2	2
POLK inh	-18%	-3%	-6%	-3%	-1%	-5%	0%	-9%	-16%	5%
POLI inh	60%[activator]	27%	13%[58.9 µM]	?	-18%	-20%	25%	61%[activator]	15%	9%
APEX1 inh	1%	-5%	3%	-5%	9%	nt	-4%	-3%	25%	3%
Pol beta inh	nt	nt	0%	27%	0%	37%	10%	-12%	nt	-1%
Anesthetic bind	nt	nt	38%[activator]	-22%	-5%	5%	?	-4%	nt	?

A second format for part of the listing above:
Under each structure: PGK inhibitor	BLM inh	POLH inh	RXFP1 antag	POLK inh	POLI inh	APEX1 inh	Pol beta inh	Anesthetic bind
(35) CCOC(=O)N[C@H](Cc1c[nH]c2ccccc12)C(=O)NC1CC1
    2%	2%	-25%	-1	-6%	13%[58.9 µM]	3%	0%	38%[activator]
(36) CCOC(=O)Cn1cc(/C=C/[N+](=O)[O-])c2ccccc21
    nt	-2%	-12%	-36	-3%	?	-5%	27%	-22%

Entries of single compounds, quoted from the list.
`COc1ccccc1C(=O)NCCC(=O)NC1CCCCC1C` (stereo not given) across the screens: PGK inhibitor: 13%; BLM inh: nt; POLH inh: -9%; RXFP1 antag: -8; POLK inh: -3%; POLI inh: 27%; APEX1 inh: -5%; Pol beta inh: nt; Anesthetic bind: nt
`Cc1ccc(C)c(N2CCN(S(=O)(=O)c3ccc4c(c3)C(C(C)C)C(=O)N4)CC2)c1` (stereo not given) across the screens: PGK inhibitor: -3%; BLM inh: -10%; POLH inh: -7%; RXFP1 antag: nt; POLK inh: -5%; POLI inh: -20%; APEX1 inh: nt; Pol beta inh: 37%; Anesthetic bind: 5%
`Cc1c(C)c2ccc(OC(C)C(=O)NCc3ccccn3)cc2oc1=O` (stereo not given) across the screens: PGK inhibitor: 0%; BLM inh: -4%; POLH inh: -6%; RXFP1 antag: -10; POLK inh: -1%; POLI inh: -18%; APEX1 inh: 9%; Pol beta inh: 0%; Anesthetic bind: -5%

Looked up above:
Entry for no. 35 in POLK inh: -6%
Entry for no. 41 in POLI inh: 15%
Entry for no. 34 in APEX1 inh: -5%
Entry for no. 39 in BLM inh: -1%
Entry for no. 38 in POLH inh: -7%
Entry for no. 36 in RXFP1 antag: -36
